Compound activity (PubChem)
pPAFAH FP inh – pPAFAH (human) enzyme inhibition; actives 1.5% (n = 330,000); inhibition, % at 3.39 µM; Q13093; recombinant pPAFAH, FP-rhodamine probe fluorescence polarization;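 active means inhibition above the mean inhibition across the screen plus 3 SD, cut at about 25% in these data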;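 further: inhibitors block binding of the rhodamine activity-based probe so polarization drops; 0% = enzyme with DMSO and 100% = wells lacking pPAFAH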
LYPLA1 inh – LYPLA1 (human) inhibition in PME1 counter-screen; O75608; recombinant LYPLA1, FP-Rh probe fluorescence polarization; inhibition, % at 5.9 µM; actives 0.16% (n = 320,000); AID 2174;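 active means inhibition above the mean of all tested compounds plus 3 SD, set per campaign, cut at about 14% in these data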;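 further: inhibitors block serine hydrolase probe labeling of LYPLA1 so polarization falls; 0% = enzyme with DMSO and 100% = wells lacking LYPLA1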
Target sequence (O75608 whole entry, looked up): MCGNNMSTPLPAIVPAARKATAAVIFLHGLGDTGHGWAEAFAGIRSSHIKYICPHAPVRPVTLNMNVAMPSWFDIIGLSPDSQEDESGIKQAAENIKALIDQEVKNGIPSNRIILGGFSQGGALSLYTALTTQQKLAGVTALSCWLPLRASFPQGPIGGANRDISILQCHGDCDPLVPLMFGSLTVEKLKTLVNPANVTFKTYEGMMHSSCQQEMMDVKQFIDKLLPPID
PAD4 inh – PAD4 (human) enzyme inhibition | Q9UM07 | recombinant PAD4, RCA probe fluorescence polarization | inhibition, % at 6.36 µM | actives 0.41% (n = 330,000) | AID 485272;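 active means percent inhibition above a cutoff equal to the mean of all tested compounds plus 3 SD, cut at about 15% in these data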;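 further: 0% = PAD4 with RCA probe and DMSO and 100% = probe without PAD4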
PAFAH1B3 FP inh – inhibitors of human PAFAH1B3 | Q15102 | recombinant PAFAH1B3, FP-rhodamine probe, fluorescence polarization | inhibition, % at 3.39 µM | actives 0.28% (n = 340,000);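 active means inhibition above the screen-wide average of all tested compounds plus 3 SD, cut at about 25% in these data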;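 further: 0% = enzyme with DMSO only and 100% = wells lacking PAFAH1B3 protein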
Target sequence (Q15102 whole entry, looked up): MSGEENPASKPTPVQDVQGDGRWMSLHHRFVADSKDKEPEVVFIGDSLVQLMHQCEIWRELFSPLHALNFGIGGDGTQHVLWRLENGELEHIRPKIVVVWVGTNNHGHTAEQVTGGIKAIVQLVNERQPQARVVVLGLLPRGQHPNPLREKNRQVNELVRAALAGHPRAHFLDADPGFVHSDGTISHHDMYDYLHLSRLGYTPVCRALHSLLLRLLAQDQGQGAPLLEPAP
GSTO1 counter – counter-screen for RBBP9 inhibitors: inhibitors of human GSTO1 | inhibition, % at 5.96 µM | actives 1.1% (n = 300,000) | recombinant GSTO1, activity-based probe fluorescence polarization;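 active means inhibition above the campaign mean inhibition plus 3 SD, cut at about 35% in these data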;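 further: 0% = GSTO1-1 with DMSO and 100% = wells lacking GSTO1-1 enzyme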
Target sequence (P78417 whole entry, looked up): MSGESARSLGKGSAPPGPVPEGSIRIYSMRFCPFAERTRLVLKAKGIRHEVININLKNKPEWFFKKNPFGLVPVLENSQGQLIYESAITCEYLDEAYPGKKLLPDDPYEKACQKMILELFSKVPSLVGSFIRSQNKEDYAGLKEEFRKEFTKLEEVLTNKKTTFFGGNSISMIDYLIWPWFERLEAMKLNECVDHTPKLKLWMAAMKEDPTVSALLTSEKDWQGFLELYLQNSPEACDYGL
LYPLA2 counter – blocks human lysophospholipase 2, a PME1 counter-screen; recombinant LYPLA2, FP-Rh probe fluorescence polarization; inhibition, % at 5.9 µM; actives 0.38% (n = 320,000);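 active means inhibition above the screen-wide mean plus 3 SD, limit set per campaign, cut at about 26% in these data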;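 further: 0% = LYPLA2 with DMSO and 100% = wells lacking LYPLA2 enzyme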
PME-1 inh – PME-1 (human) inhibition; Q9Y570; recombinant PME-1, FP-Rh probe fluorescence polarization; inhibition, % at 5.9 µM; actives 0.53% (n = 320,000);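 active means inhibition above the campaign mean of all compounds plus 3 SD, cut at about 26% in these data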;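 further: competitive labeling of PME-1 active site by serine hydrolase directed probe; 0% = PME-1 with DMSO and 100% = wells lacking PME-1 enzyme; inhibitors block probe labeling so polarization falls and inhibition rises; many of its hits are not listed in these tables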
PREPL inhibitor – human PREPL enzyme inhibition | recombinant PREPL, fluorescence polarization activity-based probe | inhibition, % at 5.96 µM | actives 0.68% (n = 320,000) | AID 2751; in the data active means inhibition above about 43%;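 further: 0% = enzyme with DMSO and 100% = wells lacking enzyme; many of its hits are not listed in these tables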
PAFAH1B2 inh – inhibitors of human PAFAH1B2. recombinant PAFAH1B2, FP-rhodamine activity probe, fluorescence polarization. actives 1.2% (n = 340,000). AID 492953. inhibition, % at 3.39 µM. P68402;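 active means inhibition above the mean of all tested compounds plus 3 SD, cut at about 24% in these data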;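 further: 0% = enzyme with DMSO and 100% = wells lacking PAFAH1B2; many of its hits are not listed in these tables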
Target sequence (P68402 whole entry, looked up): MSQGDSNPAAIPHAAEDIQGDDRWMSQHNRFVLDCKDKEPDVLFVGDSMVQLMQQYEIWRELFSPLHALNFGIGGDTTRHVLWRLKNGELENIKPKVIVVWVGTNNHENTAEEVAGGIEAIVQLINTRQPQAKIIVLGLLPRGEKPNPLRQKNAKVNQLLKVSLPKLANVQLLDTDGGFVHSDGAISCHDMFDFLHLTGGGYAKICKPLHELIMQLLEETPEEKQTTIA
Starred values were filed as active, the others as inactive; . = no result given. The list is partial; the hit share may differ from the screen's.

SMILES	pPAFAH FP inh	LYPLA1 inh	PAD4 inh	PAFAH1B3 FP inh	GSTO1 counter	LYPLA2 counter	PME-1 inh	PREPL inhibitor	PAFAH1B2 inh
Cc1ccc(SCC(=O)Nc2oc(C)c3c(C)n[nH]c(=O)c23)cc1C	0	3	-4	7	.	6	3	9	3
CC1CCN(S(=O)(=O)c2c[nH]c(=O)[nH]c2=O)CC1	1	1	1	6	2	-4	0	5	5
CN(CC(=O)Nc1ccccc1C(F)(F)F)C(=O)CSCc1ccccc1	-2	-1	-2	4	8	-1	-2	5	5
CCOC(=O)Nc1ccc2c(c1)ncn2C1CCCCC1	-1	2	-4	1	-8	3	1	5	0
CCN1CCN(C(=S)Nc2ccc3nc(N4CCN(C)CC4)cc(C)c3c2)CC1	14	6	0	4	4	7	1	21	8
Cc1ccccc1C(=O)Nc1ccc(Cl)cn1	2	-3	1	2	0	3	-2	-7	4
C[C@H](NC(=O)c1nc[nH]c1C(=O)NCCCCCNC(=O)OC(C)(C)C)c1ccccc1	7	3	4	3	.	3	1	-1	12
CCN(CC)CCCNC(=O)c1ccc(S(=O)(=O)Nc2ccc(C)c(C)c2)cc1	13	3	0	-5	.	10	2	9	7
CCCN(CC(=O)Nc1ccccc1C)C(=O)c1ccc(-c2ccc([N+](=O)[O-])cc2)o1	8	0	-1	5	.	11	6	15	0
CC(=O)c1ccc(NC(=S)N2CCN(S(=O)(=O)c3ccc(F)cc3)CC2)cc1	7	0	3	2	-3	-3	9	2	6
CC(=O)C[C@H](O)CC(=O)[C@H]1OC(=O)CCCCC/C=C/Cc2ccccc21	0	.	-1	3	.	.	.	32	16
COc1ccc(OC)c(NC(=O)CSc2nncc(=O)n2N)c1	-2	-4	8	8	13	-3	6	-5	-5

An excerpt from above in order of count of non-hydrogen atoms, largest number first.
SMILES	pPAFAH FP inh	LYPLA1 inh	PAD4 inh	PAFAH1B3 FP inh	GSTO1 counter	LYPLA2 counter	PME-1 inh	PREPL inhibitor	PAFAH1B2 inh
C[C@H](NC(=O)c1nc[nH]c1C(=O)NCCCCCNC(=O)OC(C)(C)C)c1ccccc1	7	3	4	3	.	3	1	-1	12
CC(=O)C[C@H](O)CC(=O)[C@H]1OC(=O)CCCCC/C=C/Cc2ccccc21	0	.	-1	3	.	.	.	32	16
CCOC(=O)Nc1ccc2c(c1)ncn2C1CCCCC1	-1	2	-4	1	-8	3	1	5	0

Following part.
SMILES	pPAFAH FP inh	LYPLA1 inh	PAD4 inh	PAFAH1B3 FP inh	GSTO1 counter	LYPLA2 counter	PME-1 inh	PREPL inhibitor	PAFAH1B2 inh
C=CCn1c(SCC(=O)NCC2CCCO2)nc2c([nH]c3ccccc32)c1=O (stereo unspecified)	-5	-1	-3	1	-8	-3	2	10	0
C=CC[C@@H](CC(=O)N[C@@H](CO)Cc1ccccc1)C(=O)N[C@H](COC(=O)[C@@H](CC=C)CC(=O)OC(C)(C)C)Cc1c[nH]c2ccccc12	4	.	-3	2	.	.	.	14	7
CCOCCCNC(=O)Cn1cnc2c(cnn2-c2ccc(C)c(C)c2)c1=O	4	-1	0	8	-4	5	0	3	-3
Cc1ccc(C(=O)NNC(=O)c2ccncc2)cc1[N+](=O)[O-]	3	3	2	0	.	4	4	-3	6
COc1ccc(-c2nc(N)n(C(=O)c3ccco3)n2)cc1	2	2	0	5	4	3	0	6	-2
CCOc1ccc(/C=C/c2nc(C#N)c(NCCCOC)o2)cc1	28*	-1	2	15	3	-4	3	9	2
COC(=O)c1ccc(S(=O)(=O)NNC(=O)c2ccc(S(=O)(=O)N3CCCCC3)cc2)cc1	2	3	2	-1	2	-3	2	2	5
COCCC(=O)N1CCC(Oc2ccc(C(=O)NCCc3cnn(C)c3)cc2)CC1	3	2	-3	-3	1	-2	2	18	-3
O=C(COC(=O)c1cc(Br)ccc1O)Nc1ccc2c(c1)OCO2	5	-4	-4	-1	.	-3	-6	10	2
NC(=O)c1ccc(C2SCC(=O)N2CCc2ccccc2)cc1 (stereo unspecified)	2	-2	0	5	.	-2	-5	-12	8
Cn1nccc1C(=O)Nc1ccc(OC(=O)c2ccnn2C)cc1	3	2	0	-1	4	11	1	7	-5
Cc1cc(=O)n(-c2ccc(O)cc2)[nH]1	-3	0	61*	0	73*	0	7	19	0
CC(C)COC(=O)c1cc(=O)[nH]c2ccccc12	5	1	0	9	5	8	4	-6	1
COc1ccc(-c2csc(NC(=O)CN3C(=O)NC4(CCCC4)C3=O)n2)cc1	1	0	-6	-7	-8	-3	2	10	-5
O=C(CNC(=O)c1ccccc1Cl)NC1CCN(Cc2ccccc2)CC1	8	1	-4	5	0	4	2	-7	2
COc1ccc(C2(C)NC(=O)N(CC(=O)Nc3ccc(-c4nc5ccc(C)cc5s4)cc3)C2=O)cc1 (stereo unspecified)	-17	-44	-11	.	-43	-110	-79	-27	.
CCN(CC)c1nc(-c2ccc(Cl)cc2)cc(C(F)(F)F)c1C#N	6	2	2	-4	-2	6	-10	-1	0
NC(=O)CN1C(=O)NC(c2ccccc2)(c2ccccc2)C1=O	10	1	-6	1	-6	1	2	-1	5
C[C@H]1CN([C@@H](C)CO)C(=O)c2cc(NC(=O)c3ccncc3)ccc2O[C@H]1CN(C)Cc1ccc(C(=O)O)cc1	3	.	-1	-1	.	.	.	3	1
O=C(Nc1ccc(N2CCN(C(=O)c3ccccc3)CC2)cc1)c1cccnc1	2	-2	2	-3	-3	3	-4	1	-4
Cc1nn(CC(=O)Nc2cccnc2)c(=O)c2ccccc12	3	0	-1	2	5	1	4	4	2
Cc1cc2c(n1-c1ccc(Br)cc1)CC(C)(C)CC2=O	-1	-3	-6	2	10	-6	1	9	-2
COc1ccc(NC(=O)CCN2CCN(c3ccc(F)cc3)CC2)cc1	1	-2	4	-1	1	-4	-8	14	1
O=C(NCCc1ccccc1)c1nc2ncccn2n1	2	1	0	3	0	-4	2	5	-4

Grouped by structure: the compounds so far with two or more sulfur atoms
SMILES	pPAFAH FP inh	LYPLA1 inh	PAD4 inh	PAFAH1B3 FP inh	GSTO1 counter	LYPLA2 counter	PME-1 inh	PREPL inhibitor	PAFAH1B2 inh
CC(=O)c1ccc(NC(=S)N2CCN(S(=O)(=O)c3ccc(F)cc3)CC2)cc1	7	0	3	2	-3	-3	9	2	6
COC(=O)c1ccc(S(=O)(=O)NNC(=O)c2ccc(S(=O)(=O)N3CCCCC3)cc2)cc1	2	3	2	-1	2	-3	2	2	5

pPAFAH FP inh, hit marks shown above.
compound,pPAFAH FP inh,PAD4 inh,PAFAH1B3 FP inh,PME-1 inh,PREPL inhibitor,PAFAH1B2 inh
CCOc1ccc(/C=C/c2nc(C#N)c(NCCCOC)o2)cc1,28*,2,15,3,9,2

Going on with the list.
SMILES	pPAFAH FP inh	LYPLA1 inh	PAD4 inh	PAFAH1B3 FP inh	GSTO1 counter	LYPLA2 counter	PME-1 inh	PREPL inhibitor	PAFAH1B2 inh
O=C(CN1C(=O)NC(Cc2c[nH]c3ccccc23)C1=O)Nc1ccc(F)cc1F (stereo unspecified)	1	.	1	0	.	.	.	26	4
COc1cc(C)nc(N2CCC(C(N)=O)CC2)n1	3	2	0	1	1	2	1	2	2
CN1CCN(C(=O)c2ccccc2NC(=O)c2sc3ccccc3c2Cl)CC1	1	-3	1	14	-17	-10	0	17	2
CCCn1c(O)c(N=NC(=O)CNC(=O)Cc2ccc(OC)cc2)c2ccccc21	5	1	-4	-2	4	2	0	17	1
Cc1cccc(-c2nc3c(s2)CCc2onc(-c4ccc(Br)cc4)c2-3)c1	1	-1	-1	-4	12	4	3	8	-1
CC(C)(C)c1ccc(OCc2ccc(C(=O)N/N=C/c3ccc(O)c(O)c3)cc2)cc1	43*	-11	-1	17	-3	0	17	24	-8
CCOC(=O)C1CCN(c2cc3c(cc2NC(=O)c2ccccc2)n(C)c(=O)n3C)CC1	-2	-6	-6	9	7	-11	-4	22	8
CCCCCCSc1ccc([C@@H]2[C@@H]3C(=O)N(CC)C(=O)[C@@H]3[C@]3(C(=O)OC)CCCCN23)cc1	6	.	-4	15	.	.	.	21	5
Cc1nn(C)cc1-c1n[nH]c(=S)n1-c1ccc(F)cc1	-4	-2	0	3	-4	-3	3	20	-1
CN(C)S(=O)(=O)c1ccc(C(=O)NC2CCCc3ccccc32)cc1 (stereo unspecified)	1	1	0	1	-6	4	1	-5	2
CC1(C)C(c2cccs2)=[N+]([O-])C2(CCCCC/C2=N\NC(N)=O)N1O (stereo unspecified)	7	2	1	0	3	14	2	-7	8
O=C(NCCCn1ccnc1)/C(=C\c1cccs1)NC(=O)c1ccccc1	6	0	-4	-7	0	-1	-3	-2	-1

Random excerpt: four records from the list
SMILES	pPAFAH FP inh	LYPLA1 inh	PAD4 inh	PAFAH1B3 FP inh	GSTO1 counter	LYPLA2 counter	PME-1 inh	PREPL inhibitor	PAFAH1B2 inh
CN(C)S(=O)(=O)c1ccc(C(=O)NC2CCCc3ccccc32)cc1 (stereo unspecified)	1	1	0	1	-6	4	1	-5	2
O=C(NCCCn1ccnc1)/C(=C\c1cccs1)NC(=O)c1ccccc1	6	0	-4	-7	0	-1	-3	-2	-1
CC1(C)C(c2cccs2)=[N+]([O-])C2(CCCCC/C2=N\NC(N)=O)N1O (stereo unspecified)	7	2	1	0	3	14	2	-7	8
CN1CCN(C(=O)c2ccccc2NC(=O)c2sc3ccccc3c2Cl)CC1	1	-3	1	14	-17	-10	0	17	2

The listing continues:
SMILES	pPAFAH FP inh	LYPLA1 inh	PAD4 inh	PAFAH1B3 FP inh	GSTO1 counter	LYPLA2 counter	PME-1 inh	PREPL inhibitor	PAFAH1B2 inh
Cc1cc(=O)[nH]c(SCCCOc2ccc3c(c2)CCC3)n1	2	1	2	7	-1	3	-1	-4	3
CCN(CC)S(=O)(=O)c1ccc(Cl)c(NC(=O)c2cc(Cl)ccc2Cl)c1	9	-4	-3	2	4	-4	0	4	1
CCN(CC)c1ccc(/C=N/O)cc1	-2	-3	-2	5	22	-4	1	2	5
CCCNC(=O)c1ccc(N2CCC3(CC2)CC(c2ccccc2)=NO3)c(N)c1	5	0	-1	1	1	5	6	13	-3
COc1ccc(-c2sc3cc(OC)c(OC)cc3c2C#CC(C)(C)O)cc1	9	0	-1	22	.	5	2	3	4
COC(=O)c1ccc(NC(=O)CN2CCN(c3ccccc3)CC2)cc1	1	2	-1	0	6	6	0	-13	3
COc1ccc(N2CCN(S(C)(=O)=O)CC2)cc1	0	1	-2	4	-1	1	0	21	-3
O=C(NC1CCCCC1)C(c1ccco1)N(C(=O)c1csnn1)c1cccc(F)c1 (stereo unspecified)	1	1	-2	4	5	3	3	19	3
S=c1[nH]cc(-c2ccccc2)n1-c1ccccc1	-1	-1	2	-1	0	1	-2	22	23
O=C(NC1CCCc2c1cnn2-c1cc(F)cc(F)c1)c1ccncc1 (stereo unspecified)	3	5	-5	8	2	3	-8	9	0
Cn1cccc1/C=C1\SC(=O)N(CC(=O)Nc2ccc(F)cc2)C1=O	3	-11	-11	-2	-5	15	-17	-5	-1
COC(=O)CC[C@@H](C(=O)O)N1C(=O)c2ccccc2C1=O	-3	4	3	2	3	-3	-4	-5	1
